Screens deposited in PubChem by several laboratories.
CRFR2-BP ag – agonists of human CRF-binding protein/CRF-R2 receptor complex. 0.46% of 350,000 active. HEK293 CRF-R2/CRF-BP, calcium dye fluorescence (FLIPR); percent of saturating CRF peptide response. AID 588473. activation, % at 13.2 µM;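 active means activation of at least 50%, plus an integration ratio under a set limit after plate pattern correction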;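 further: plate controls were neutral control wells without compound for no effect and CRF at EC100 for full effect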
CRFR2-BP antag – CRF-BP/CRF-R2 complex antagonism; HEK293 CRF-R2/CRF-BP, CRF-induced calcium fluorescence; AID 588475; inhibition, % at 11.8 µM; 0.59% of 350,000 active;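 active means inhibition of the ligand-induced calcium signal above about 50% at the single tested concentration, limit read from the data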
MEKK2mut PB1 HTS – signal of MEK5 binding to mutant human MEKK2 PB1 domain; bead flow cytometry, Alexa488-MEK5 binding to MEKK2 mutant; percent response, % at 10 µM; 0.35% of 290,000 active; in the data active means percent response above about 24%, passing the limit was not always enough; further: inactives centre near 1; some results filed as inactive read as strong as hits; reference of the scale not given here
MEKK2 WT-MEK5 – raises or lowers MEK5 binding to wildtype human MEKK2 PB1 domain | bead flow cytometry, Alexa488-MEK5 binding to MEKK2 WT; actives lie on both sides | Q9Y2U5 | 1.1% of 290,000 active | AID 1531 | binding response (% of control), % at 10 µM; in the data active means binding response below about 67% or above about 130%
NS3 helicase inh – inhibitors of Hepatitis C virus NS3 helicase; NS3 helicase DNA unwinding, Cy5 molecular beacon fluorescence; inhibition, % at 10.9 µM; 0.56% of 290,000 active; AID 1800;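 active means inhibition above the mean of all tested compounds plus 3 SD, set per campaign, cut at about 35% in these data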;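 further: 0% = DMSO wells and 100% = thioflavine S control wells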
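Test system: hepatitis C virus NS3 helicase domain fragment enzyme. Also added: annealed dual-labelled DNA beacon duplex, ATP-started. Timing: 60 min unwinding reaction at 25 °C after ATP addition. Technique: Cy5 fluorescence. Measure: % inhibition of unwinding.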
DNA FID counter – displaces DNA intercalator in HCV helicase counter-screen. DNA fluorescent intercalator displacement, fluorescence. inhibition, % at 7.9 µM. 0.17% of 290,000 active. AID 1845; in the data active means inhibition above about 37%;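 further: 0% = vehicle and 100% = reference compound; higher means more ethidium bromide displaced from hairpin DNA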
MEKK3 PB1 HTS – raises or lowers MEK5 binding to the human MEKK3 PB1 domain; Q99759; AID 1529; 1.4% of 290,000 active; bead-based flow cytometry, Alexa488-MEK5 binding to MEKK3; actives lie on both sides; 0 = blocked by unlabeled MEK5, 100 = vehicle; binding response (% of control), % at 10 µM;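 active means binding response more than 3 SD above or below the average of its plate-row segment, actives on both sides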;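 further: Alexa488 bead fluorescence after subtracting the streptavidin-only scavenger bead signal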
Target sequence (Q99759 whole entry, looked up, the tested form may be a part): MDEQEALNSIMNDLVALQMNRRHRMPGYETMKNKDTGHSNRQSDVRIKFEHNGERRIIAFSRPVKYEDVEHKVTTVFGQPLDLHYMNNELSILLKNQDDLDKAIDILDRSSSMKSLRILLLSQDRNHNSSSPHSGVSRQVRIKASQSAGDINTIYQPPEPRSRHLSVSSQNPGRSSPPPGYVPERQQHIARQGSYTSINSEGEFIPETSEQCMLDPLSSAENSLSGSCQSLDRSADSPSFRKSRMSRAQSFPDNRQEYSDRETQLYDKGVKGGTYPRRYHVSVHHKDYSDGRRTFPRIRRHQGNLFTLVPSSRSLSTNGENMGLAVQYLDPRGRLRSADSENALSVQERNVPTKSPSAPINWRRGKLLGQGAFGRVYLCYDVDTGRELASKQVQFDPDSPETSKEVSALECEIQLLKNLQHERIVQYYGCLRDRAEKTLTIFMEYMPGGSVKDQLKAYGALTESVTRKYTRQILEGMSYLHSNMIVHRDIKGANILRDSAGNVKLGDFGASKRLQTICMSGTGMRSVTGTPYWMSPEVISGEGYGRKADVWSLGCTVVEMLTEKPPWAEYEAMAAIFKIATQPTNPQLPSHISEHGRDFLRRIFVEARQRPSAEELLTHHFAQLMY
GalR3 antagonist – blocks the human galanin receptor 3; O60755; AID 651719; 0.44% of 360,000 active; HEK293 GalR3-CNG cAMP membrane potential fluorescence; galR3 body fused to GalR1 C-terminus; inhibition, % at 3 µM;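 active means inhibition above the screen-wide average plus 3 SD, cut at about 13% in these data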;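 further: forskolin and galanin both at EC90 stimulate the cells; cAMP rise reported by CNG channel membrane potential dye signal; 0% = forskolin plus galanin with DMSO and 100% = forskolin alone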
Target sequence (O60755 1-299 limits assumed): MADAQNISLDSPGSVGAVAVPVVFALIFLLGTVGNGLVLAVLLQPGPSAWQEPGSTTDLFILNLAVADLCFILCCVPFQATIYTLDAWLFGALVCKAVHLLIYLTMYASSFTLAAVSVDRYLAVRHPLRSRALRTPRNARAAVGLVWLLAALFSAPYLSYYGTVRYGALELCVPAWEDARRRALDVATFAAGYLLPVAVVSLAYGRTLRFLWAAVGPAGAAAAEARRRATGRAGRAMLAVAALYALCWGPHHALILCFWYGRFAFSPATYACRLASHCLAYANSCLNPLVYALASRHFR
UBC9 SUMO inh – blocks human SUMOylation mediated by UBC9. P63279. HTRF SUMOylation assay, SAE1/SAE2 + UBC9, in vitro. 0.36% of 290,000 active. inhibition, % at 35 µM. AID 2006; in the data active means inhibition above about 50%, passing the limit was not always enough; further: strong numbers were not always called active
Target sequence (P63279 whole entry, looked up): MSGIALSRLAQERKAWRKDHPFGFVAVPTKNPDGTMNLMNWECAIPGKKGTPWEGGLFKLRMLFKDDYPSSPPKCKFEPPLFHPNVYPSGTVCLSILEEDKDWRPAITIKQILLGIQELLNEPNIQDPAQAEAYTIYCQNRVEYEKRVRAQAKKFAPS
Active calls of the source: *; / = not tested or not shown. Not all compounds are listed. The share of hits here may be higher or lower than overall.

SMILES	CRFR2-BP ag	CRFR2-BP antag	MEKK2mut PB1 HTS	MEKK2 WT-MEK5	NS3 helicase inh	DNA FID counter	MEKK3 PB1 HTS	GalR3 antagonist	UBC9 SUMO inh
Oc1ccccc1Nc1nc(NCC2CCCO2)c2ccccc2n1 (stereo not drawn)	0.0	-24	/	/	-19	18	/	-7	0
O=C(NCCc1ccc(Cl)cc1)C1CCCN1C(=O)Nc1ccc(F)cc1 (stereo not drawn)	-2.5	15	0	97	-4	-12	88	-2	2
COc1ccc(Nc2ncnc3sccc23)c(OC)c1	-2.7	9	-1	99	-10	-3	100	-1	14
Cc1cccc(-c2nc3ccccc3c(=O)n2N)c1	1.0	-1	14	108	-5	-5	111	-9	8
COC(=O)C(CC(C)C)NC(=O)c1cc(OC)c(OC)c(OC)c1 (stereo not drawn)	-0.2	12	3	107	2	-17	111	-3	16
CN(Cc1nc(-c2ccc(Cl)cc2)no1)C(=O)c1ccco1	0.0	-1	-1	100	-7	-17	105	-6	4
CCN(C(=O)CSc1nnc(Nc2ccccc2)s1)C1CCS(=O)(=O)C1 (stereo not drawn)	-1.0	-11	-10	88	-9	-7	91	0	-4
O=C(CCCN1C(=O)c2cccc3cccc(c23)C1=O)N1CCN(c2ccccc2O)CC1	-1.8	8	-1	105	-12	-24	104	4	14
CC(C)OC(=O)/C(=C\c1cccnc1)NC(=O)c1ccccc1	0.8	-7	-4	97	-15	0	99	-3	2
COc1ccc(C(=O)c2oc3ccc(OC)cc3c2N)cc1	-0.3	-28	17	115	-8	-12	114	/	-2
Cc1cc(C(=O)Nc2ccncc2)ccc1[N+](=O)[O-]	1.2	5	6	109	-1	0	101	-4	10
CCN(CC)S(=O)(=O)c1ccc(N=Nc2c(N)[nH]c(=O)[nH]c2=O)cc1	0.1	-3	1	99	3	-2	98	-4	5
O=C(Nc1ccc(CN2CCOCC2)cc1)c1cc2ccccc2o1	-0.2	-13	1	102	1	-2	101	-12	2
CSc1nc(N)c2c3c(sc2n1)COC(C(C)C)C3 (stereo not drawn)	0.5	27	-4	97	-1	-1	94	-4	5
COCCCn1c(C(C)C)nc2oc3cc(OC)ccc3c(=O)c2c1=O	1.1	6	-2	98	1	-15	98	-2	13
CCOC(=O)C1CCCN(CC(=O)Nc2cccc(C(C)=O)c2)C1 (stereo not drawn)	-0.2	-6	0	96	8	-3	102	0	16
COc1ccc(C2=NN(c3nc4ccccc4s3)C(=O)/C2=C\N(C)C)cc1	-0.5	6	-2	96	47*	-33	96	-10	39
O=C(O)c1cc(-c2ccccc2)nn1CC1CC(c2cccc([N+](=O)[O-])c2)=NO1 (stereo not drawn)	-2.8	2	-4	99	/	/	100	-5	/
CC(C)C(=O)NC(=S)Nc1ccc(S(=O)(=O)NC(C)(C)C)cc1	19	-10	7	96	2	-20	93	-4	16
Cc1cccc2[nH]c(SCC(=O)O)nc12	-0.7	-3	0	98	7	1	97	4	10
Cc1cccc(NC(=O)CCS(=O)(=O)c2ccccc2)n1	0.3	-10	-5	96	1	-4	102	-5	-3
Cc1c(Cc2ccccc2)c(=O)oc2c(C)c(OCC(=O)N3CCC(C(=O)O)CC3)ccc12	0.1	-4	2	101	1	-26	103	-2	21
O=C1CC(c2ccco2)CC(O)=C1C=NCCN1CCNCC1 (stereo not drawn)	1.5	26	4	104	3	5	107	-3	37
COc1ccccc1N1C(=S)NC2CS(=O)(=O)CC21 (stereo not drawn)	1.9	10	1	97	-2	-2	99	-4	12
Cc1ccc(S(=O)(=O)N2CC3CCCN3c3ccc(C(F)(F)F)cc32)cc1 (stereo not drawn)	4.2	-11	1	100	-4	-2	109	-6	-4
Following part
SMILES	CRFR2-BP ag	CRFR2-BP antag	MEKK2mut PB1 HTS	MEKK2 WT-MEK5	NS3 helicase inh	DNA FID counter	MEKK3 PB1 HTS	GalR3 antagonist	UBC9 SUMO inh
C=CCn1c(COc2cccc(C)c2)nnc1SCC(=O)c1c[nH]c2c(CC)cccc12	-2.2	2	2	106	-3	-2	105	-4	32
Fc1ccc(Nc2nc(N3CCOCC3)nc(N3CCOCC3)n2)cc1	2.4	-16	3	106	-9	-30	101	-7	2
CCOC(=O)c1sc(NC(=O)c2cc(-c3ccccc3)nc3ccccc23)c(C#N)c1C	53*	35	4	100	2	1	104	2	-4
O=C(COCC(=O)N/N=C/c1ccc(F)cc1)N/N=C/c1ccc(F)cc1	-1.5	-26	13	96	-5	1	102	1	1
O=C(NCc1ccccc1)C(Cc1ccccc1)NS(=O)(=O)c1cccc2nsnc12 (stereo not drawn)	0.9	8	-2	102	6	-5	99	-2	-4
NC(N)=N/N=C/c1ccc(OCc2ccccc2Cl)cc1	0.1	-69	49*	208*	-87	28	111	-1	-7
CCOc1ccc(-n2nc3c(Cl)nnc(C)c3c2C)cc1	-0.2	-6	5	114	5	-6	104	-2	22
Cc1cc(C(=O)N/N=C/c2sccc2C)no1	0.9	-4	-2	92	-13	-5	94	-9	-8
CC(C)(C)N1CC(c2nc3ccccc3n2Cc2ccccc2)CC1=O (stereo not drawn)	0.4	-15	-1	100	17	-38	102	-7	-3
Cc1ccc(CNC(=O)CCS(=O)(=O)c2ccc(Br)cc2)cc1	-0.4	-9	-13	80	-7	-9	87	-1	-15
COc1ccc(C)cc1N(C(=O)CNC(=O)c1ccco1)C(C(=O)NCC1CCCO1)c1ccccc1 (stereo not drawn)	0.2	-13	3	103	6	-39	101	-9	-7
CCCCC(=O)Nc1nc(C)c(C(C)=O)s1	0.6	-9	11	108	5	-3	105	-2	0
O=C(CNc1ccc(Br)cc1)c1ccc(Br)s1	0.1	7	-6	95	-3	3	100	-9	1
O=C(CCCC(=O)OCC1CCCO1)OCC1CCCO1 (stereo not drawn)	-2.8	32	4	103	-8	-2	97	1	17
Cc1cc(N)n(-c2nc(-c3cccnc3)nc3ccccc23)n1	0.1	-1	9	112	2	-3	104	-4	-14
O=C(CN1C(=O)/C(=C/c2ccco2)SC1=S)NC1CCS(=O)(=O)C1 (stereo not drawn)	-2.0	6	4	102	31	-13	98	0	38
O=C(CN1CCCCCC1)N/N=C/c1cccc(Cl)c1	-0.9	-5	0	98	-12	-2	100	0	14
COc1ccc(OC)c(CCNC(=O)Cn2cccc2C(=O)c2ccccc2C)c1	-0.2	13	-16	60	-7	-40	62	1	10
CCCCOc1ccc(NC(=O)CSc2nnnn2C)cc1	-1.0	-3	-4	97	-1	-4	99	-9	6
Cc1c(C(=O)C(=O)NCCCn2ccnc2)c2ccccc2n1C	-1.9	10	8	97	8	1	102	-4	4
COC(=O)CNC(=O)C(C)NC(=O)OCc1ccccc1 (stereo not drawn)	3.0	-8	-2	100	-3	-3	108	-2	-6
COc1cc(NC(=O)CCCNC(=O)c2ccc(Cl)cc2)cc(OC)c1	-0.7	2	3	106	-12	-17	101	0	-6
Oc1c(C(c2cccs2)N2CCN(c3ccccc3)CC2)sc2ncnn12 (stereo not drawn)	3.8	-33	9	114	1	-31	113	/	-8
CCOc1ccccc1Nc1ccc(C(=O)O)cc1N	-1.3	8	5	107	8	-34	107	-12	-2
CC1=C(C)/C(=N/OC(=O)c2cccc([N+](=O)[O-])c2)C=CC1=O	1.2	15	4	103	0	4	123	/	17

Printed as active in MEKK2 WT-MEK5, of those listed so far:
SMILES | CRFR2-BP ag | CRFR2-BP antag | MEKK2mut PB1 HTS | MEKK2 WT-MEK5 | NS3 helicase inh | MEKK3 PB1 HTS | GalR3 antagonist | UBC9 SUMO inh
NC(N)=N/N=C/c1ccc(OCc2ccccc2Cl)cc1 | 0.1 | -69 | 49* | 208* | -87 | 111 | -1 | -7

Carrying on:
SMILES	CRFR2-BP ag	CRFR2-BP antag	MEKK2mut PB1 HTS	MEKK2 WT-MEK5	NS3 helicase inh	DNA FID counter	MEKK3 PB1 HTS	GalR3 antagonist	UBC9 SUMO inh
COc1ccc(/C=C2/N=C(c3cccs3)OC2=O)cc1OC(C)C	-1.2	8	-4	89	3	-14	103	-3	6
Cc1cc(C(=O)OCC(=O)Nc2ccc(S(=O)(=O)N3CCOCC3)cc2)c(C)o1	1.0	-1	0	93	-1	-9	95	-2	16
COc1cccc(C(=O)Nc2ccc(-c3nc4ccccc4o3)c(O)c2)c1	0.6	-13	1	101	-3	-4	107	-9	39
O=C(Oc1cc(-c2ccccc2)no1)c1cccc(C(F)(F)F)c1	0.0	2	2	108	7	0	103	-3	5
CCSc1c(-c2ccccc2)nc2c(C)cccc2c1C(=O)O	-0.7	7	-12	87	6	-7	78	-7	20
COc1ccc(OCc2cc(/C=N\NC(=O)c3ccccc3)ccc2OC)cc1	2.1	8	5	102	7	-28	102	-2	-3
C=CCn1c(Cc2cccs2)nnc1SC/C=C/c1ccccc1	-1.7	32	5	98	-2	-32	101	-7	8
CCOc1cc(S(=O)(=O)NC2CC(C)(C)NC(C)(C)C2)ccc1F	-0.9	-21	-1	101	0	5	101	-1	1
COc1ccccc1NC(=O)CC1COc2ccccc2O1 (stereo not drawn)	-0.1	5	-1	98	-5	-6	96	5	-8
CC(NC(=O)COc1ccccc1F)C1CC2CCC1C2 (stereo not drawn)	0.0	-14	-7	91	1	-10	101	-6	-13
CCCCNC(=O)c1onc(CSc2cc(C)cc(C)c2)c1C(=O)NCCCC	-0.5	-2	2	112	/	/	104	-14	/
CC1Oc2ccccc2N(CC(=O)N2CCCCCC2)C1=O (stereo not drawn)	1.0	-6	-3	99	14	-13	100	-4	6
O=C1/C(=C/N(C(=O)c2ccco2)c2ccc(Br)cc2)Sc2ccccc21	4.6	7	-2	97	4	0	99	/	15
N/C(=N\OC(=O)c1cccc(Br)c1)c1ccccc1	-0.1	-19	9	108	6	0	106	-7	-7
CC(CCc1ccc(O)cc1)N1CCC(Oc2ccc(C(=O)N3CCCC3)cc2)CC1 (stereo not drawn)	1.8	3	-3	100	-15	3	97	-2	5
Cc1ccc(S(=O)(=O)N2CCC(C(=O)N[C@H](C(=O)NC3CCS(=O)(=O)C3)C(C)C)CC2)cc1 (stereo partly drawn)	-1.1	-12	/	/	4	-14	/	-1	-6
CC(Cc1cccnc1)NC(=O)c1cc(COc2ccc(F)cc2Cl)on1 (stereo not drawn)	0.1	-9	8	104	-1	-27	101	-1	-8
COc1cc(/C=N/NC(=O)COc2ccccc2[N+](=O)[O-])ccc1OC(=O)c1ccco1	1.5	-24	0	93	-5	-22	92	-1	-1
COc1cccc(NC(=O)c2ccnc(N3CCC(C(=O)NCc4ccccc4OC)CC3)c2)c1	-0.4	11	1	105	-8	-44	100	-6	28
Cc1cc(SCC(=O)N/N=C/c2cccnc2)nc2c(C)cccc12	3.8	16	-9	87	0	-1	92	-3	-15
c1ccc(-c2noc(CN3CCOCC3)n2)cc1	-3.3	0	-11	97	-5	-3	100	1	3

Looked up one by one from the entries so far (four):
SMILES	CRFR2-BP ag	CRFR2-BP antag	MEKK2mut PB1 HTS	MEKK2 WT-MEK5	NS3 helicase inh	DNA FID counter	MEKK3 PB1 HTS	GalR3 antagonist	UBC9 SUMO inh
O=C(O)c1cc(-c2ccccc2)nn1CC1CC(c2cccc([N+](=O)[O-])c2)=NO1 (stereo not drawn)	-2.8	2	-4	99	/	/	100	-5	/
CC(CCc1ccc(O)cc1)N1CCC(Oc2ccc(C(=O)N3CCCC3)cc2)CC1 (stereo not drawn)	1.8	3	-3	100	-15	3	97	-2	5
Cc1c(Cc2ccccc2)c(=O)oc2c(C)c(OCC(=O)N3CCC(C(=O)O)CC3)ccc12	0.1	-4	2	101	1	-26	103	-2	21
CCCCNC(=O)c1onc(CSc2cc(C)cc(C)c2)c1C(=O)NCCCC	-0.5	-2	2	112	/	/	104	-14	/
